S3 lipid droplet = qHTS Assay for Lipid Storage Modulators in Drosophila S3 Cells; Drosophila S3 cells, BODIPY lipid droplet fluorescence, 18-24 h; cells fed with added oleic acid; lipid storage change, negative = inhibition, % at the top dose, mostly 46.1 µM; hits show Potency in µM; 0.64% of 320,000 active; active means well fitted inhibition curve with a large enough effect in the signal ratio, with a control signal flat, not every such curve was filed as active; inconclusive means small, poorly fitted or top-dose-only effect, or effect the other way, or a change in a side signal; the % refers to the signal ratio
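Laser-scanning cytometry quantifies lipid droplet accumulation (500–530 nm total intensity; droplet/cell object ratio) in oleic acid-fed (400 uM added) Drosophila S3 cells treated with a concentration series. 20 uM Triacsin C defined 100% inhibition.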
S3 lipid droplet cell count max = further read-out of S3 lipid droplet, marked with its call; cell number change, %; measured here: cell count max response;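 cells counted by Cell Tracker Red CMTPX staining in the red channel; peak over a dose series mostly up to 46.1 µM; percent activity relative to internal control wells on each plate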
* marks the source's active call; other numbers are inactive results; i = inactive; u = inconclusive; x = no result given; & = joins results of further samples. On the % scale 0 is the no-effect control and ±100 the full control effect; potency means the concentration at half of the fitted maximal effect. A portion of the library (hit frequency here may not be typical).

SMILES	S3 lipid droplet	S3 lipid droplet cell count max
O=C(C1Cc2ccccc2CN1S(=O)(=O)c1ccc(F)cc1)N1CCOCC1 (stereo not drawn)	i	11
COc1ccccc1CNC(=O)COC(=O)c1ccc(Cl)c(N)c1	u	x
CCCCCCN(C(=O)CCCCCN1C(=O)NC(c2ccc(-c3ccccc3)cc2)C(C(=O)OCc2ccccc2)=C1C)C(C(=O)NCCCC)c1ccc(-c2ccccc2)cc1 (stereo not drawn)	3%	13
Cc1cccc(C(=O)NNC(=S)NC(=O)c2cccs2)c1	u	x
COc1ccc2[nH]cc(CC(=O)O)c2c1	-5%	-1
O=C(O)CCC(NC(=O)C1CCCN1C(=O)OCc1ccccc1)C(=O)O (stereo not drawn)	0%	7
O=C(Nc1ccc(N2CCOCC2)cc1Cl)C1CCN(C(=O)OCc2ccccc2)CC1	6%	-1
Cc1ccc(-c2nc(-c3nccc4ccccc34)oc2-c2ccccc2)cc1	16%	-5
COC(=O)c1cc(-c2ccccc2)on1	-20%	-4
CCCCOC(=O)CN1C(=O)c2ccc(C(=O)OCCCC)cc2C1=O	u	x
CCOc1ccc(C(=O)NCC(=O)OCc2c(C)noc2C)cc1	10%	-1
Cc1ccc(S(=O)(=O)N2CCOCC2)cc1C(=O)NCC1CCCCC1	u	x
CCOc1ccc(NS(=O)(=O)c2ccc3c(c2)N(C(C)=O)CCS3)cc1	i	x
CCN1C(=O)[C@@H]2[C@@H](c3ccc(-c4cccc(Cl)c4)c(OC)c3)N3CCCC[C@@]3(C(=O)OC)[C@@H]2C1=O	u	x
COC(=O)[C@@H](NC(=O)NCCC1=CCCCC1)C(C)C	-10%	8
CCCc1cc(-n2ccnc2)n2c(nc3ccccc32)c1C#N	u	x
O=C(/C=C/c1ccc(Br)o1)NCc1ccccc1	u	x
CCCn1c(C(=O)OC)cc2c1ccn2-c1ccc(F)cc1	4%	-6
Cc1cc(NC(=O)CCN2CCC(C(N)=O)CC2)ccc1Br	u	x
O=C(OC(C(=O)NCc1cccs1)c1ccccc1Cl)c1ccco1 (stereo not drawn)	u	x

Some of the entries above, reformatted.
S3 lipid droplet | S3 lipid droplet cell count max | compound
u | x | Cc1cccc(C(=O)NNC(=S)NC(=O)c2cccs2)c1
-5% | -1 | COc1ccc2[nH]cc(CC(=O)O)c2c1
0% | 7 | O=C(O)CCC(NC(=O)C1CCCN1C(=O)OCc1ccccc1)C(=O)O (stereo not drawn)
6% | -1 | O=C(Nc1ccc(N2CCOCC2)cc1Cl)C1CCN(C(=O)OCc2ccccc2)CC1
16% | -5 | Cc1ccc(-c2nc(-c3nccc4ccccc34)oc2-c2ccccc2)cc1
-20% | -4 | COC(=O)c1cc(-c2ccccc2)on1
u | x | CCCCOC(=O)CN1C(=O)c2ccc(C(=O)OCCCC)cc2C1=O
10% | -1 | CCOc1ccc(C(=O)NCC(=O)OCc2c(C)noc2C)cc1
u | x | Cc1ccc(S(=O)(=O)N2CCOCC2)cc1C(=O)NCC1CCCCC1
i | x | CCOc1ccc(NS(=O)(=O)c2ccc3c(c2)N(C(C)=O)CCS3)cc1
u | x | CCN1C(=O)[C@@H]2[C@@H](c3ccc(-c4cccc(Cl)c4)c(OC)c3)N3CCCC[C@@]3(C(=O)OC)[C@@H]2C1=O
-10% | 8 | COC(=O)[C@@H](NC(=O)NCCC1=CCCCC1)C(C)C
u | x | CCCc1cc(-n2ccnc2)n2c(nc3ccccc32)c1C#N
u | x | O=C(/C=C/c1ccc(Br)o1)NCc1ccccc1
4% | -6 | CCCn1c(C(=O)OC)cc2c1ccn2-c1ccc(F)cc1
u | x | Cc1cc(NC(=O)CCN2CCC(C(N)=O)CC2)ccc1Br
u | x | O=C(OC(C(=O)NCc1cccs1)c1ccccc1Cl)c1ccco1 (stereo not drawn)

(more compounds)
SMILES	S3 lipid droplet	S3 lipid droplet cell count max
CN1c2ccccc2C(=O)/C(=C\Nc2ccc(F)cc2F)S1(=O)=O	-3%	1
C=CCn1c(C)c(/C=C/c2cc[n+](C)cc2)c2ccccc21	u	x
Cc1ccc(O)c(Nc2c3ccccc3nc3ccccc23)c1	u	x
CN(C(=O)CCn1c(=S)oc2ccccc21)c1ccc(F)cc1	7%	8
Cc1ccc(S(=O)(=O)N(C)c2ccccc2C(=O)Nc2ccc(F)cc2F)cc1	u	x
COc1cc(/C=C/c2ccc3cccc(OC)c3n2)c(O)c([N+](=O)[O-])c1	14%	x
O=C1CCN(Cc2ccc(O)cc2)CCN1[C@H](CO)Cc1ccccc1	i	9
CC1(C)OC(=O)C(=CNCCc2ccc(O)cc2)C(=O)O1	u	x
Brc1cnc(N2CCCC2)nc1N1CCOCC1	u	x
CCn1c(C)nc2cc(C(=O)N=Nc3c(O)[nH]c4c(C)cc(C)cc34)ccc21	u	x
O=C1NCCO1	i	-8
COc1ccc(C(=O)Nc2nnc(CCc3ccccc3)s2)c(OC)c1	u	x
N#Cc1cccc(Cn2nnc(-c3ccccc3)n2)c1	u	x
COc1ccc(CN2CCN(C(=O)c3ccco3)CC2)cc1	12%	-16
Cc1onc(-c2c(Cl)cccc2Cl)c1C(=O)Nn1cnnc1	u	x
Cc1cc(=O)c(C(=O)O)cn1Nc1ccc(F)cc1	u	x
COc1ccc(C(C)(C)C)cc1NC(=O)CCCn1c(=O)oc2ccccc21	5%	-20
O=C(NCc1cccs1)c1cc(S(=O)(=O)N2CCCCC2)ccc1Cl	0%	-1
COc1ccc(C(=O)NCc2ccc3c(c2)CCO3)cc1	6%	17
COc1ccc(C(=O)OCC(=O)NC2CCCC2)c(OC)c1OC	14%	14
O=C(NCc1ccccc1)C1CCN(S(=O)(=O)c2ccc(N3CCCC3=O)cc2)CC1	i	x
Cc1ccc(/C=N/NC(=O)c2cc(-c3ccncc3)nc3ccccc23)o1	u	x
COC(CN(C)S(=O)(=O)c1cc2c3c(c1)CCC(=O)N3CCC2)OC	i	10
CC1C=CCC2C(=O)N(c3cc(Cl)ccc3O)C(=O)C12 (stereo not drawn)	-4%	2
Cc1cc(-c2ccc(C)c(S(=O)(=O)NCC3CCN(Cc4cccc(F)c4)CC3)c2)on1	i	-21
COc1ccccc1C(=O)NNC(=S)Nc1ccccc1	u	x
Cn1nnc(-c2ccc(OCc3ccccc3F)cc2)n1	u	x
CC/C(=N\n1nnnc1Nc1ccccc1)c1ccccc1	-1%	-11
Cc1ccc(SCC(=O)c2c(C)nc3ccccn23)cc1	9%	12
COc1cccc(-c2cccc(NC(=O)C3CCN(CC4CCOC4)CC3)c2)c1 (stereo not drawn)	16µM*	-23*
NC(Cc1c[nH]c2ccccc12)C(=O)NCc1ccco1 (stereo not drawn)	-1%	7
O=C(Nc1cnc2ccccn2c1=O)c1ccc(Cl)cc1	9%	0
CCOC(=O)N1CCN(C(=O)c2ccc([N+](=O)[O-])cc2Cl)CC1	u	x
N/C(=N\OC(=O)c1cccc2ccccc12)c1cccnc1	21%	18
Cc1cc(NC(=O)NC2(C(F)(F)F)Oc3ccc(Cl)cc3O2)no1 (stereo not drawn)	u	x
CC(CCc1ccccc1)NC(=O)CN1CCN(c2ccc(O)cc2)CC1 (stereo not drawn)	-12%	1
C[C@H](Cc1ccccc1)Nc1ncnc2c1ncn2[C@@H]1O[C@H](CO)[C@@H](O)[C@H]1O	5%	-17
O=c1c2ccccc2nnn1CSc1nnc(-c2ccco2)o1	14%	0
O=C(Cc1cc(=O)[nH][nH]1)N/N=C/C(Cl)=C/c1ccccc1	-14%&10%	11&-7
O=C(Cc1ccccc1)N/N=C/c1ccc([N+](=O)[O-])s1	u	x
CCOc1ncccc1C(=O)NCCN1C(=O)S/C(=C/c2cccs2)C1=O	u	x
CC(C)(C)c1cc(CCC(=O)NNC(=O)c2ccncc2)cc(C(C)(C)C)c1O	u	x
NC(=O)c1ccsc1NC(=O)COC(=O)c1ccc(Cl)c(N)c1	26%	-21
COCCN(C(=O)COC(=O)C1CC1C)c1c(N)n(Cc2ccccc2)c(=O)[nH]c1=O (stereo not drawn)	u	x
CCN1CCN(c2nc(-c3ccc(F)cc3)cc(=O)[nH]2)CC1	-9%	2
COc1ccc(-c2cc3ccc(OC)cc3cn2)cc1	u	x
CC(=O)N1CCc2cc(S(=O)(=O)C(C)CC(=O)Nc3ccc(OC(F)(F)F)cc3)ccc21 (stereo not drawn)	i	x
Cc1cc(C)cc(NC(=O)CSCc2cnn(-c3ccccc3)c2-n2cccc2)c1	i	x
CCCc1nc(SCC(=O)Nc2nccs2)c2ccccc2n1	u	x
COc1cc(S(=O)(=O)Nc2ccccc2C(=O)N2CCCC2)ccc1NC(C)=O	u	x
Later entries:
SMILES	S3 lipid droplet	S3 lipid droplet cell count max
O=C(C1=C(O)C(=O)N(CCN2CCOCC2)C1c1ccncc1)c1ccco1 (stereo not drawn)	u	x
CCCCn1c(-c2ccc(OC(F)F)cc2)nc2c1c(=O)[nH]c(=O)n2CC(C)C	4%	5
COCc1ccc2oc(C(=O)O)cc2c1	-2%	0
Cc1nnsc1Sc1ccccc1C(=O)O	i	-11
C/C(=N\NC(=O)c1ccc(OC2OCCOC2Oc2ccc(C(=O)N/N=C(\C)c3ccncc3)cc2)cc1)c1ccncc1 (stereo not drawn)	u	x
COCCN(C(=O)Cc1cccs1)C(C(=O)NCc1ccc(OC)cc1)c1ccc(C)cc1 (stereo not drawn)	u	x
Cc1ccccc1OCCC(=O)Nc1ccc(S(=O)(=O)N(C)C2CCN(C)CC2)cc1	u	x
CS(=O)(=O)c1ccc(Sc2nc3ccccc3[nH]2)c([N+](=O)[O-])c1	u	x
COCC(=O)NC1CCN(CC(=O)Nc2ccccc2[N+](=O)[O-])CC1	6%	6
O=C(COc1ncnc2sccc12)N1CCN(S(=O)(=O)c2ccc(Cl)cc2)CC1	i	-9
O=C(N/N=C/c1cnc2ccccc2n1)c1cccc(F)c1	u	x
Cc1ccc(S(=O)(=O)N2[C@@H](c3ccccc3F)C(C(=O)O)=CC[C@H]2c2cccc(Cl)c2)cc1	u	x
COc1ccc(C(=O)C2CCCN(C(=O)c3ccc(CSC)o3)C2)cc1F (stereo not drawn)	u	x
CCC(=O)N(Cc1cc2cc(OC)ccc2[nH]c1=O)c1ccc(C)cc1	u	x
COCCN1C=C(C(=O)OC)C(c2ccc3c(c2)OCO3)C(C(=O)OC)=C1	13%	-20
COC(=O)c1c(C)[nH]c(C(=O)NCCc2ccc(S(N)(=O)=O)cc2)c1C	u	x
COc1ccc(N2CCN(C(=O)CCc3ccc(S(=O)(=O)NC(C)(C)C)cc3)CC2)cc1	u	x
CC(=O)Nc1sc(C)c(C)c1C(=O)OC1CCOC1=O (stereo not drawn)	u	x
O=C(COC(=O)c1ccc2ccccc2c1O)NCC(F)(F)F	u	x
O=C(C1CCN(c2ncnc3c2sc2cccc(F)c23)CC1)N1CCOCC1	u	x
COc1ccc(C(=O)NC(=S)Nc2ccc(N3CCCC3)cc2)cc1	-6%	2
O=C(CSc1nc(-c2ccc(F)cc2)cc(C(F)(F)F)n1)NCc1cccs1	u	x
Cn1c(CCNC(=O)C2CCCCC2)nc2cc([N+](=O)[O-])ccc21	-11%	-23
CCN(CC)c1ccc(NC(=O)c2cnccn2)cc1S(=O)(=O)Nc1ccc(OC)cc1	u	x
O=C(Nc1nc2ccccc2n1CCN1CCOCC1)c1ccc(Cn2cc([N+](=O)[O-])cn2)o1	u	x
COc1ccc([N+](=O)[O-])cc1NC(=O)C1CCCNC1=O (stereo not drawn)	i	27
Cc1[nH]n(-c2ccc([N+](=O)[O-])cc2)c(=O)c1C=NCCN1CCN(C(=O)c2ccc(Br)cc2)CC1	u	x
Cc1ccc(COC(=O)c2cc(S(=O)(=O)N3CCCCC3)ccc2N2CCOCC2)cc1	u	x
CN(C)C(=O)c1ccc(NC(=O)COC(=O)c2cc(S(=O)(=O)N(C)C)ccc2N2CCCC2)cc1	i	x
COc1ccc2nc(C)c3cc(C)oc3c2c1	u	x
CCS(=O)(=O)N1CCC(C(=O)NCCC2=CCCCC2)CC1	-6%	-21
Cc1ccc(C(CCN(Cc2ccccc2)C(=O)c2ccco2)c2ccco2)cc1 (stereo not drawn)	25%	4
Cc1cc2cccc(C)c2nc1SCC(=O)NNC(=O)c1ccco1	u	x
COc1ccc(-c2nc3ccccc3c(=O)o2)cc1OC	u	x
Nc1c(C(=O)NCc2cccs2)nnn1CC(=O)Nc1cccc(Cl)c1	u	x
CCC[N+]1(CC#CC2(O)CCCCC2)CCOCC1	5%	0
N#Cc1ccc(OCC(=O)NCC2(N3CCCCC3)CCCCC2)cc1	u	x
CC(C)Oc1ccc(C(=O)N/N=C/c2ccc(-c3ccc(S(=O)(=O)Nc4ncccn4)cc3)o2)cc1	u	x
COc1ccc(/C=N/NC(=O)c2ccc(COc3cccc4cccnc34)cc2)cc1O	-24%	-22
Cc1ccc2[nH]c3nc(SCCN4CCOCC4)nnc3c2c1	6%	13
COc1ccccc1N=Nc1c(C)[nH]n(-c2ccccc2)c1=O	15µM*	0.3*
Cc1cc(C(=O)Cn2c(CO)nc3ccccc32)c(C)n1C	7%	14
N/C(=N\OC(=O)c1ccccc1[N+](=O)[O-])c1cccnc1	i	x
COc1cc(CCC(=O)N2CCN(c3ccccc3)CC2)cc(OC)c1OC	-38%	4
COc1ccc(/C=N/NC(=O)CC(=O)NCCc2ccccc2)cc1OC	-5%	-7
CCOc1ncccc1C(=O)Nc1nnc(C2CC2)s1	u	x
CC(=O)N(C(C)=O)S(=O)(=O)c1ccc(N=NN2CCCCC2)cc1	u	x
CN1CCN(CCC(=O)Nc2ccccc2Cl)CC1	5%	0
Cc1ccc(C(=O)Nc2nnc(CC(=O)N/N=C/c3ccc(O)c(O)c3)s2)cc1	-3%	-3
